Source: PubChem BioAssay (The Scripps Research Institute Molecular Screening Center)
MITF primary – blocks human microphthalmia-associated transcription factor. O75030. AlphaScreen MITF homodimerization, bead proximity signal. inhibition, % at 2.6 µM. hit rate 0.91% among 650,000; in the data active = inhibition above about 50%;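 also: 0% = vehicle wells with protein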
Target sequence (O75030 whole entry, looked up): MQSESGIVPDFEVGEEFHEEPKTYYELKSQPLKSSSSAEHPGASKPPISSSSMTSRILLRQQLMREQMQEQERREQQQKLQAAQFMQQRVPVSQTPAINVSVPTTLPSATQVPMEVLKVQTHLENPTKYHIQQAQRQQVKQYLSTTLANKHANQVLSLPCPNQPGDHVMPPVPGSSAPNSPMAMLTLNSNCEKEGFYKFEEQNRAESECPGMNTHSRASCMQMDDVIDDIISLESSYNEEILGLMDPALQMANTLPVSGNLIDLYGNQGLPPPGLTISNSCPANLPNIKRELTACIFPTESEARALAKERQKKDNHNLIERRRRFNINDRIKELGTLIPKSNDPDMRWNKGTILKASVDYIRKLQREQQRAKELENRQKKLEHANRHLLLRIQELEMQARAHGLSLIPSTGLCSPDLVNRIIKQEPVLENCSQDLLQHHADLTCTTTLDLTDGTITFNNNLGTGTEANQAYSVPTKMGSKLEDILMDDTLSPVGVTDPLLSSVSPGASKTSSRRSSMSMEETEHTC
FBW7 act – human FBW7 E3 ligase activation, primary screen; hit rate 0.13% among 650,000; normalized activity (activation), % at 26.1 µM; AlphaScreen FBW7–phospho-cyclin E peptide binding, activator screen; Q969H0; in the data active = normalized activity above about 1.9%;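 also: purified mutant Fbw7 with reduced substrate affinity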
TEAD-YAP inh – TEAD-YAP interaction inhibition; HEK-TIYL cells, TEAD-Gal4/YAP UAS-luciferase luminescence; AID 1259422; hit rate 1.4% among 640,000; inhibition, % at 9.12 µM; in the data active = inhibition above about 32%;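 also: 0% = median of test compound wells and 100% = reference inhibitor wells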
GPR151 ag – human GPR151 activation | Q8TDV0 | PathHunter beta-arrestin GPR151 cells, luminescence | activation, % at 11.2 µM | hit rate 1% among 650,000; in the data active = activation above about 4.9%;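 also: 0% = median of compound wells and 100% = cells with positive control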
Target sequence (Q8TDV0 whole entry, looked up): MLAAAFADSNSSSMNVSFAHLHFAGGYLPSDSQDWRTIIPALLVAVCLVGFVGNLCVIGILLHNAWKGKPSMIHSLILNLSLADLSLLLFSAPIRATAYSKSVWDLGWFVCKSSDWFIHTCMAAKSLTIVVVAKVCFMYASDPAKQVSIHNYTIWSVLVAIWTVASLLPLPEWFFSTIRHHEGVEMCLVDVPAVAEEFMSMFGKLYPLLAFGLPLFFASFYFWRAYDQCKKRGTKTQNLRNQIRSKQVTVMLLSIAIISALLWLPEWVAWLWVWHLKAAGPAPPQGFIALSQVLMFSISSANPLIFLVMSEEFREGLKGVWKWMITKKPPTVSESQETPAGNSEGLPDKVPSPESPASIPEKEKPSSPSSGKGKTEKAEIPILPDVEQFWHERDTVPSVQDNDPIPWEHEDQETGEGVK
* marks the source's active call; other numbers are inactive results; x = no result given.

#	SMILES	MITF primary	FBW7 act	TEAD-YAP inh	GPR151 ag
1	Cc1cc(C)c2c(CC(=O)NC3CC(C)(C)NC(C)(C)C3)coc2c1	9	0.1	0	1.7
2	CS(=O)(=O)c1ccc(Cn2c(=O)[nH]c3ncc(-c4cccc5ccccc45)nc32)cc1	1	-0.3	3	0.6
3	CCN(Cc1ccccc1)C(c1ccncc1)c1nnnn1Cc1ccccc1 (stereo not drawn)	9	0.5	7	0.5
4	O=C(Nc1nnc(SCC(=O)N2CCc3ccccc32)s1)c1ccccc1Cl	-13	0.5	-4	-0.6
5	COc1ccc(Cl)cc1N(CC(=O)O)S(C)(=O)=O	5	0.0	2	1.7
6	C#CCOc1ccc(C=C2C(=O)NC(=S)NC2=O)cc1Cl	-10	-0.1	11	-0.1
7	O=C(/C=C/c1ccc([N+](=O)[O-])cc1)N1CCN(c2ccc(Cl)cc2)CC1	1	0.2	-6	0.7
8	CC1(C(=O)NN2CCOCC2)CC1(Cl)Cl (stereo not drawn)	-20	0.4	-1	-0.3
9	COc1ccc(C(CNS(=O)(=O)c2ccc3c(c2)OCCO3)N2CCN(C)CC2)cc1 (stereo not drawn)	6	0.1	5	-0.5
10	Nc1nonc1C(=O)N/N=C/c1cc(Br)ccc1OCc1ccccc1	9	0.5	-44	2.9
11	COc1ccccc1-c1cc(C(=O)Nc2cc(C)ccc2O)no1	-7	0.0	-43	1.4
12	C=CCN(CC=C)C(=O)Cc1ccc(C)cc1	14	0.9	3	-1.3
13	Cc1cnc(N2CCOCC2)nc1Nc1ccccc1	35	0.6	-7	0.3
14	CCCCCC(=O)NC(=S)NNC(=O)c1ccccc1	6	0.1	-2	0.3
15	Cc1cc(-c2cn[nH]c2C2CCN(S(C)(=O)=O)CC2)on1	23	0.2	3	-0.9
16	COC(=O)C1=C(O)CSC1=Nc1ccc(F)cc1	-10	-0.2	-7	-0.5
17	FC(F)(F)c1ccc(Cn2cnc3c(NCc4cccc(C(F)(F)F)c4)nc(NCCN4CCOCC4)nc32)cc1	5	0.0	-5	0.2
18	C[C@@H]1CN(Cc2ccco2)[C@H](C)CN1CC(=O)N1CC(=O)Nc2ccccc21	12	0.0	1	0.1
19	Cc1cc(NC(=O)CSc2nc3ccsc3c(=O)n2-c2ccc(Cl)c(C)c2)no1	-2	-0.3	3	2.1
20	COc1cccc(-c2noc(-c3cc(OC)c(OC)c(OC)c3)n2)c1	-8	0.0	-21	0.1
21	CSc1nnc(NC(=O)c2ccc(Cl)cc2)s1	-4	0.0	-30	-1.1
22	COc1ccc(-c2csc(N(CCCN3CCOCC3)C(=O)CCl)n2)cc1	11	0.5	-2	-0.4
23	O=C1c2ccccc2C(O)N1CCN1CCOCC1 (stereo not drawn)	3	0.0	0	-1.5
24	Cc1ccc(NC(=O)CN2CCNC(=O)C2)c(Cl)c1	-3	-0.1	-5	-1.0
25	COc1cccc(/C=C/c2ccc3cccc(O)c3n2)c1OC	2	-0.1	0	-2.0
26	COCc1cccc(NC(=O)CCc2ccccc2)c1	16	-0.1	-13	4.9
27	COc1cc(C2Nc3ccc(C(=O)c4ccccc4)cc3NC3=C2C(=O)CC(C)(C)C3)ccc1O (stereo not drawn)	-1	-0.1	41*	-0.3
28	O=C(c1ccccc1F)N1CCN(c2ccc([N+](=O)[O-])c(NCc3ccc(Cl)cc3)c2)CC1	-4	-0.1	-1	-1.6
29	O=C(CN1CCOC1=O)N1CCOc2ccc(CN3CCc4ccccc4C3)cc2C1	-6	0.1	3	-1.6
30	CC(C)Nc1nc(NC(C)C)nc(OCCOC(=O)Nc2ccccc2)n1	12	0.4	-19	-2.2
31	Cc1cc2[nH]c(-c3ccc(N)cc3)nc2cc1N	-7	0.0	-35	-3.9
32	COc1ccccc1NNC(C)=O	3	-0.1	7	0.3
33	O=C(NC1CCCCC1)N1CCN(c2ccc(C(F)(F)F)cc2[N+](=O)[O-])CC1	2	-0.2	-8	-1.2
34	CC1CCCCC1NS(=O)(=O)c1cc(Br)cnc1N (stereo not drawn)	-5	-0.1	5	-1.0
35	CCOC(=O)c1c(NC(=O)c2cc3nc(-c4ccccc4)cc(-c4ccccc4)n3n2)sc(C(C)=O)c1C	10	0.1	3	-1.6
36	Cc1cccc(Nc2ccc(NCCNC(=O)c3ccccc3Cl)nn2)n1	20	0.2	6	1.7
37	CC(=O)c1c(C)[nH]c(C(=O)CSc2ncnc3sccc23)c1C	-17	-0.2	5	1.5
38	CCc1ccc(N(CC)C(=O)c2cn(CC)c(=O)c3cc(OC)c(OC)cc23)cc1	0	0.1	-15	1.4
39	O=C(O)CCCC(=O)N1N=C(c2cccs2)CC1c1cn(-c2ccccc2)nc1-c1ccccc1 (stereo not drawn)	11	0.3	14	-0.9
40	CCCNC(=O)N1CCn2c(nc(-c3ccc(OC)c(OC)c3)c2NC(C)(C)C)C1	1	0.1	5	-1.2

Structures above that contain an aryl thioether with sulfur outside any ring, in the order listed:
#	SMILES	MITF primary	FBW7 act	TEAD-YAP inh	GPR151 ag
4	O=C(Nc1nnc(SCC(=O)N2CCc3ccccc32)s1)c1ccccc1Cl	-13	0.5	-4	-0.6
19	Cc1cc(NC(=O)CSc2nc3ccsc3c(=O)n2-c2ccc(Cl)c(C)c2)no1	-2	-0.3	3	2.1
21	CSc1nnc(NC(=O)c2ccc(Cl)cc2)s1	-4	0.0	-30	-1.1
37	CC(=O)c1c(C)[nH]c(C(=O)CSc2ncnc3sccc23)c1C	-17	-0.2	5	1.5

The main list resumes, starting four compounds before the break.
#	SMILES	MITF primary	FBW7 act	TEAD-YAP inh	GPR151 ag
37	CC(=O)c1c(C)[nH]c(C(=O)CSc2ncnc3sccc23)c1C	-17	-0.2	5	1.5
38	CCc1ccc(N(CC)C(=O)c2cn(CC)c(=O)c3cc(OC)c(OC)cc23)cc1	0	0.1	-15	1.4
39	O=C(O)CCCC(=O)N1N=C(c2cccs2)CC1c1cn(-c2ccccc2)nc1-c1ccccc1 (stereo not drawn)	11	0.3	14	-0.9
40	CCCNC(=O)N1CCn2c(nc(-c3ccc(OC)c(OC)c3)c2NC(C)(C)C)C1	1	0.1	5	-1.2
41	O=C(CSc1n[nH]c(-c2ccccc2)n1)NCc1cccc(C(=O)O)c1	8	0.4	-8	-0.9
42	CC(=O)c1ccc(N2CCN(C(=O)CCCn3c(=O)[nH]c4ccccc4c3=O)CC2)cc1	0	0.0	3	-0.5
43	CC1=C(C(=O)OC(C)C)C(c2cccc([N+](=O)[O-])c2)C2=C(CCCC2=O)N1 (stereo not drawn)	16	0.1	-1	1.1
44	O=c1ccc(C(F)(F)F)cn1Cc1ccc(-c2noc(-c3ccccc3[N+](=O)[O-])n2)cc1	-3	-0.2	7	1.4
45	CCC(=O)c1ccc(OCCN2CCN(C)CC2)cc1	-18	-0.2	11	-1.2
46	N#Cc1ccsc1NC(=O)/C=C/c1ccccc1Cl	3	0.1	64*	-3.0
47	CC(=O)N1CCN(Cc2ccc3c(c2)CN(C(=O)c2ccccc2)CCO3)CC1	0	-0.2	-17	0.1
48	C/C(Cc1cccc2c1OCO2)=N/NC(=O)Nc1nonc1N	-1	-0.1	-7	0.1
49	O=C(Cn1ncc2cccn2c1=O)N1CCCCCC1	10	0.0	-2	-0.4
50	Cc1ccccc1OCC(=O)NCC(=O)OCC(=O)c1ccc(Cl)c(Cl)c1	-15	0.1	0	1.2
51	CCOC(=O)c1c(NC(=O)CCCC(=O)O)sc2c1CCC(C(C)(C)C)C2 (stereo not drawn)	4	0.0	-5	-1.9
52	O=C(CN(Cc1ccco1)C(=O)CN1C(=O)C(=O)c2ccccc21)NCc1ccccc1	-3	0.0	-3	0.3
53	Cc1cc(-n2c(SCC(=O)NCCc3ccccc3)nc3ccsc3c2=O)ccc1Cl	15	-0.2	7	2.4
54	CCC(=O)Nc1nnc(SCc2cc(=O)c(OC(=O)COc3ccccc3)co2)s1	-5	-0.1	-7	0.7
55	Cn1c(CC(=O)NN)nc2ccccc21	-2	0.0	8	6.2*
56	CC(=O)c1c(C)c([N+](=O)[O-])c(C(C)(C)C)c([N+](=O)[O-])c1C	8	0.8	4	-0.9
57	CCS(=O)(=O)Nc1ccc(Cc2ccncc2)cc1	8	-0.1	6	2.7
58	CCc1ccc2oc(-c3cc(N)ccc3O)nc2c1	2	0.6	38*	-3.8
59	COc1ccc(NC(=O)/C(=C\C=C\c2ccccc2)NC(=O)c2ccccc2OC)cc1	-3	-0.1	3	1.2
60	COc1ccc(-c2c(C)oc3cc(OCC(N)=O)ccc3c2=O)cc1OC	61*	0.0	4	-1.4

Random excerpt: 4 entries already listed, in no set order.
#	SMILES	MITF primary	FBW7 act	TEAD-YAP inh	GPR151 ag
40	CCCNC(=O)N1CCn2c(nc(-c3ccc(OC)c(OC)c3)c2NC(C)(C)C)C1	1	0.1	5	-1.2
60	COc1ccc(-c2c(C)oc3cc(OCC(N)=O)ccc3c2=O)cc1OC	61*	0.0	4	-1.4
32	COc1ccccc1NNC(C)=O	3	-0.1	7	0.3
34	CC1CCCCC1NS(=O)(=O)c1cc(Br)cnc1N (stereo not drawn)	-5	-0.1	5	-1.0

More compounds.
#	SMILES	MITF primary	FBW7 act	TEAD-YAP inh	GPR151 ag
61	Cc1ccc(CSc2nc3sc4c(c3c(=O)n2-c2ccccc2)CC(C)(C)OC4)c(C)c1	-1	-0.3	-9	0.0
62	CN(c1ccc(C(=O)NCc2ccccn2)cc1)S(=O)(=O)c1ccccc1	1	0.3	-2	2.4
63	CCOC(=O)C(=O)c1cn(S(=O)(=O)c2ccc(OC)cc2)c2ncccc12	-3	0.0	-2	1.3
64	COc1ccc(S(=O)(=O)N2CCC(N(C)C(C)C)CC2)cc1	2	0.0	5	0.4
65	CCOC(=O)c1c(N2C(N)=C(C#N)C(c3cccc([N+](=O)[O-])c3)C3=C2CCCC3=O)sc2c1CCCC2 (stereo not drawn)	-1	-0.1	0	0.5
66	c1ccc(CN2CCC(NCc3ccccc3N3CCCC3)CC2)cc1	41	0.1	3	0.9
67	O=C(NC1CC1)c1ccc(-c2nc(NC3CC3)c3ncn(CCN4CCCC4=O)c3n2)cc1	4	0.6	7	-2.6
68	CCOC(=O)c1ccc(Nc2nnc(C)c(=O)[nH]2)cc1	13	0.1	-4	-1.4
69	COc1ccc(CC(=O)Nc2ccc3c(c2)C(=O)N(CCC(=O)O)C3=O)cc1	1	0.1	4	-1.2
70	CCOC(=O)c1cc[nH]c1C	-3	0.0	-6	-0.4
71	Cc1cc([N+](=O)[O-])ccc1N1COc2ccc3cc(Br)ccc3c2C1	1	0.0	7	-0.1
72	COc1ccccc1OCc1nc(-c2ccc(Cl)cc2Cl)no1	3	0.1	-48	-1.8
73	CC(C)n1c(-c2csc3ccccc23)nc2c(NC3CC3)ncnc21	11	-0.1	-18	1.0
74	N#CCC(=O)NNC(=S)NC(=O)C(c1ccccc1)c1ccccc1	15	0.2	2	-1.3
75	CCOc1ccccc1OCCCCN1CCNCC1	34	-0.4	-2	-1.6
76	CC(C)CO/N=C1\C[C@@H](O)[C@@H](O)[C@@H]2[C@@H]3C(=O)N(Cc4ccc5c(c4)OCO5)C(=O)[C@@H]3CC[C@@H]12	-23	-0.1	x	0.2
77	O=C(NNC1CC(=O)N(c2cccc(C(F)(F)F)c2)C1=O)c1cccnc1 (stereo not drawn)	-9	0.1	8	-0.9
78	O=C(NC12CCCC1C1CCC2C1)NC12CCCC1C1CCC2C1 (stereo not drawn)	-19	0.2	0	-0.7
79	Cc1ccc2c(c1)NC(CN=C(N)N)CC2 (stereo not drawn)	2	0.0	4	0.0
80	COc1ccc(CC(=O)Nc2cc(-n3ccc4ccccc43)ccn2)cc1	12	-0.1	-1	1.5

A section taken from the entries so far, for reference:
#	SMILES	MITF primary	FBW7 act	TEAD-YAP inh	GPR151 ag
79	Cc1ccc2c(c1)NC(CN=C(N)N)CC2 (stereo not drawn)	2	0.0	4	0.0
80	COc1ccc(CC(=O)Nc2cc(-n3ccc4ccccc43)ccn2)cc1	12	-0.1	-1	1.5
